Bioassay records from PubChem BioAssay.
DRD3 antagonist: antagonists of human D3 dopamine receptor. D3R cells, DiscoveRx beta-arrestin luminescence, antagonist mode; hits give low values. max response, negative = inhibition, %. hit rate 2.5% among 360,000. AID 652054; in the data active means max response below about -50%; inconclusive means no clear call, values can overlap the other calls; further: on the % scale 0 is the no-effect control and ±100 the full control effect; mostly tested at two doses, the higher about 12 µM
Target sequence (P35462 whole entry, looked up): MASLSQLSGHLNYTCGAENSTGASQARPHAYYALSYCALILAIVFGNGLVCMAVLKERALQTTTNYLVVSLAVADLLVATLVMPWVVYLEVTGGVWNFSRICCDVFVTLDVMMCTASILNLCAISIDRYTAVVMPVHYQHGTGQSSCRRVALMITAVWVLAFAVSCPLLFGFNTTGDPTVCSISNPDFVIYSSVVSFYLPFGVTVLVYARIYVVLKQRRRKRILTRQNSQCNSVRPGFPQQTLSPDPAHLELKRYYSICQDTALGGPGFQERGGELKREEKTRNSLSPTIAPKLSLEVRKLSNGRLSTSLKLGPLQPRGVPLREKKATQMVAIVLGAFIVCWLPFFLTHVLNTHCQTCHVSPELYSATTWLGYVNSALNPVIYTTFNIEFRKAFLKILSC
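Cells plated overnight at 1500 cells/well, then exposed to library compounds with dopamine controls for 90 minutes at 37 degrees C. DiscoveRx reagent added for 30–60 minutes at room temperature; luminescence read, quantitative HTS format.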
TDP43 rescue: rescues yeast growth from TDP-43 toxicity; hit rate 1.8% among 410,000; Potency, µM (top dose mostly 46.1 µM), for inactives: at the highest dose growth rescue (activation), actives largely listed as activators; TDP-43 expressing yeast growth rescue, BacTiter-Glo, 24 h; further: potency means the concentration at half of the fitted maximal effect; % of control where 0% means no effect; nearly all actives have a fitted effect of over 50% in size
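In this qHTS, compounds that restore growth of yeast expressing TDP-43 appear as activators. Cells (OD600=0.02, galactose medium, raffinose-pregrown) are incubated with compound 24 hr at 30 deg C and growth is quantified by BacTiter-Glo.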
GLP1R ag: GLP-1 receptor (human) agonism; P43220; HEK293 GLP-1R CRE-luciferase, luminescence, 4-6 h; cells express a hypersensitive GLP-1R form; Potency, µM (top dose mostly 45.6 µM), inactives show top-dose activation, hits mostly activators; hit rate 0.007% among 380,000; further: potency means the concentration at half of the fitted maximal effect; % of control where 0% means no effect
Target sequence (P43220 whole entry, looked up): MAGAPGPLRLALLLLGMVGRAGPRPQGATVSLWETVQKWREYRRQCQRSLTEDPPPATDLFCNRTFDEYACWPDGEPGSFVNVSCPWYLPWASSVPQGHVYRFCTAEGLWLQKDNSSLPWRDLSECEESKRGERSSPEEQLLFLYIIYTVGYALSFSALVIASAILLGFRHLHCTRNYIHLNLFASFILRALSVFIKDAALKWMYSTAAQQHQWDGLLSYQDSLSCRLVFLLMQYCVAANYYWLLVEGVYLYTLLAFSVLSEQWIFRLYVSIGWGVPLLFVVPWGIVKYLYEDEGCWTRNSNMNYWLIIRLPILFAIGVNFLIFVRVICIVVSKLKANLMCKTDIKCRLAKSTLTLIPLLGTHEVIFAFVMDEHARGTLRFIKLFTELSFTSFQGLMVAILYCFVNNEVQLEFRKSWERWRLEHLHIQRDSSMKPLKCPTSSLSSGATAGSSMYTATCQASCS
DRD3 agonist: activates the human D3 dopamine receptor. max activation, %. AID 652048. P35462. hit rate 0.58% among 410,000. D3R DiscoveRx beta-arrestin cells, luminescence, 90 min; in the data active means max activation above about 30%; further: 0% is about no effect; mostly tested at two doses, the higher about 12 µM
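Cells at 1500/well, incubated overnight, then treated with pinned compounds (dopamine as control) for 90 min at 37 degrees C. DiscoveRx reagent added for 30 - 60 minutes at room temperature; luminescence read.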
KB-V1 cytotox: kills drug-selected multidrug resistant KB-V1 cells; Potency, µM (titrated, usually from 46.1 µM), for inactives: top-dose activity change, negative = cytotoxicity, actives largely listed as cytotoxic; AID 1347076; KB-V1 MDR cells viability, CellTiter-Glo, 72 h; hit rate 3.4% among 400,000; further: potency means the concentration at half of the fitted maximal effect; on the % scale 0 is the no-effect control and ±100 the full control effect; nearly all actives have a fitted effect of over 60% in size
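KB-V1 cells (P-gp-expressing MDR subline of KB-3-1) in phenol-red-free DMEM with 10% FBS were exposed to library compounds over a concentration series for 72 h at 37 degrees C. Viability read by CellTiter-Glo luminescence; concentration-effect curves fitted after normalization.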
PTHR1 ag: PTHR1 (human) receptor agonism | Q03431 | HEK293 GP2 PTHR1 cells, GloSensor cAMP luminescence, 1 h | Potency, µM (titrated, usually from 115 µM), for the others: top-dose activation, actives largely listed as activators | hit rate 0.075% among 410,000 | AID 743266; further: potency means the concentration at half of the fitted maximal effect; nearly all actives have a fitted effect of over 55% in size; some results filed as inactive show a strong effect at the top dose; inactives centre near -15; many of its hits are not listed in these tables
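HEK-293-derived GP2 cells expressing PTHR1 and a GloSensor cAMP reporter, 3,000/well, plated overnight, given luciferin plus IBMX (each 0.5 mM as added) for 1 h at 37 °C, then compound for 1 h at 37 °C. Luminescence was read after 15 min at room temperature.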
GLP1R cytotox: cytotoxicity in counter-screen for GLP-1R inverse agonists; HEK293 cAMP-luciferase reporter cells, luminescence, 24 h; hit rate 0.13% among 410,000; AID 624418; Potency, µM (series often up to 38.3 µM), inactives show top-dose activity change, negative = inhibition, usual class: inhibitors;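 further: loss of luciferase light is scored as toxicity; potency means the concentration at half of the fitted maximal effect; on the % scale 0 is the no-effect control and ±100 the full control effect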
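Here, cytotoxicity is scored as loss of luminescence. The MLSMR collection was tested on cells seeded in medium containing 10% Nu serum, with a 24 hr compound exposure preceded by 12 hours of culture.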
GLP1R inv ag: acts as inverse agonist at human GLP-1 receptor. P43220. HEK293 GLP-1R CRE-luciferase, luminescence, 24 h; GLP-1R form is constitutively active. Potency, µM (doses to about 38.3 µM), inactives show top-dose activity change, negative = inhibition, actives largely listed as inhibitors. hit rate 1.6% among 410,000. AID 624417; further: potency means the concentration at half of the fitted maximal effect; on the % scale 0 is the no-effect control and ±100 the full control effect; nearly all actives have a fitted effect of over 55% in size
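Cells are plated, allowed 12 hours at 37 deg C, then treated with compounds for 24 hr before luciferase detection reagent is added and luminescence is read after 12 min at room temperature. The HEK293 line carries constitutively active GLP-1R with a cAMP-responsive reporter.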
aSyn yeast inh: rescues yeast growth from alpha-synuclein toxicity. Yeast expressing alpha-synuclein, growth rescue, BacTiter-Glo, 24 h. Potency, µM (doses to about 46.1 µM), for the others: top-dose growth rescue (activation), most hits filed as activators. hit rate 0.14% among 370,000; further: potency means the concentration at half of the fitted maximal effect; % of control where 0% means no effect; nearly all actives have a fitted effect of over 65% in size
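Galactose-induced alpha-syn yeast (OD600=0.02, raffinose-pregrown) + pinned cpd, 24 hr, 30 deg C; growth by BacTiter-Glo luminescence. Growth restoration scores as activation.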
* marks the source's active call; other numbers are inactive results; & = joins results of further samples; [ ] = remark or other dose. Unless noted, the call rests on the fitted dose curve; in most records, active means well fitted curve in the direction sought with a large enough effect; inconclusive means small, poorly fitted or top-dose-only effect, or another doubt; inactive means no such curve, though single readings can be large; an effect the other way counts as inactive or inconclusive.

For Cc1cccc(/C=N/NC(=O)c2ccc(Br)cc2)c1 the results were DRD3 antagonist -5, TDP43 rescue 9%, GLP1R ag -19%, DRD3 agonist -6, KB-V1 cytotox inconclusive, PTHR1 ag -8%, GLP1R cytotox -14%, GLP1R inv ag 0% and aSyn yeast inh 2%.
`CCCCc1ccc(/C(C)=N/Nc2cc(N3CCOCC3)nc(C)n2)cc1` gave DRD3 antagonist 4, TDP43 rescue 17%, GLP1R ag 4%, DRD3 agonist 7, KB-V1 cytotox inconclusive, PTHR1 ag inactive, GLP1R cytotox -14%, GLP1R inv ag inconclusive and aSyn yeast inh -1%.
Screening COc1cc(Br)cc(/C=N/c2ncn[nH]2)c1O returned DRD3 antagonist inconclusive, TDP43 rescue -1%, GLP1R ag -16%, DRD3 agonist -11, KB-V1 cytotox 9%, PTHR1 ag 25%, GLP1R cytotox 7%, GLP1R inv ag -21% and aSyn yeast inh -2%.
For O=C(Nc1ccc(C(F)(F)F)cc1)c1cc(S(=O)(=O)NCC2COc3ccccc3O2)ccc1F (stereo not given) the results were DRD3 antagonist -2, TDP43 rescue 14%, GLP1R ag -14%, DRD3 agonist -2, KB-V1 cytotox inconclusive, PTHR1 ag -17%, GLP1R cytotox -1%[1.53 µM], GLP1R inv ag inconclusive and aSyn yeast inh 0%.
For COc1ccc(NC(=O)CCNS(=O)(=O)c2cccc3nsnc23)c(OC)c1 the results were DRD3 antagonist 9, TDP43 rescue -1%, GLP1R ag 6%, DRD3 agonist -6, KB-V1 cytotox -1%, PTHR1 ag inactive, GLP1R cytotox 10%, GLP1R inv ag 7% and aSyn yeast inh -1%.
For CCCCC1CCC(C(=O)OC(C)C(=O)Nc2ccc(NC(C)=O)cc2)CC1 (stereo not given) the results were DRD3 antagonist 0, TDP43 rescue 10%, GLP1R ag 0%, DRD3 agonist -8, KB-V1 cytotox 15%, PTHR1 ag -23%, GLP1R cytotox 0%, GLP1R inv ag inconclusive and aSyn yeast inh 1%.
Screening Cc1ccc(C)c(N2CCN(c3nccn4nc(-c5ccc(Br)cc5)cc34)CC2)c1 returned TDP43 rescue -2%, GLP1R ag -1%, DRD3 agonist -23, KB-V1 cytotox -24%, PTHR1 ag inconclusive, GLP1R cytotox 11% and GLP1R inv ag -19%.
`O=C(NNC(=O)C1C2C=CC(C2)C1C(=O)O)c1cc(Cl)ccc1O` (stereo not given) gave DRD3 antagonist 3, TDP43 rescue -15%, GLP1R ag -6%, DRD3 agonist -6, KB-V1 cytotox -17%, PTHR1 ag inconclusive, GLP1R cytotox -4%, GLP1R inv ag -9% and aSyn yeast inh -2%.
`COc1cccc(N2C(=O)CC(N3CCC(c4nc5ccccc5[nH]4)CC3)C2=O)c1` (stereo not given) gave DRD3 antagonist -7, TDP43 rescue 0%, GLP1R ag -3%, DRD3 agonist 3, KB-V1 cytotox 10%, PTHR1 ag inactive, GLP1R cytotox -12%, GLP1R inv ag -4% and aSyn yeast inh 4%.
Screening O=S1(=O)N=C(Oc2cccc3ccccc23)c2ccccc21 returned DRD3 antagonist -19, TDP43 rescue 6%, GLP1R ag -3%, DRD3 agonist -2, KB-V1 cytotox -14%&-5%, PTHR1 ag inactive, GLP1R cytotox 6%, GLP1R inv ag 1% and aSyn yeast inh 2%.
For CCOC(=O)C1=C(C)NC(=O)NC1c1ccc(-c2ccc(Cl)cc2)o1 (stereo not given) the results were DRD3 antagonist -14, TDP43 rescue -5%, GLP1R ag 4%, DRD3 agonist -17, KB-V1 cytotox 21µM*, PTHR1 ag -1%, GLP1R cytotox inconclusive, GLP1R inv ag inconclusive and aSyn yeast inh -1%.
`CCOc1ccc(Cn2c(CNS(=O)(=O)c3ccc(C(C)(C)C)cc3)nc3cccnc32)cc1` gave TDP43 rescue 11%, DRD3 agonist 6, PTHR1 ag -11%, GLP1R cytotox -17% and GLP1R inv ag -26%.
`O=C(c1ccc(Br)cc1)N1CCN(CCc2ccncc2)CC1` gave TDP43 rescue -14%, DRD3 agonist -38, PTHR1 ag inactive, GLP1R cytotox 0% and GLP1R inv ag inconclusive.
Screening CC(C)=CCN1CCN(Cc2cccn2-c2ncccn2)CC1CCO (stereo not given) returned DRD3 antagonist 5, TDP43 rescue 12%, GLP1R ag 0%, DRD3 agonist 2, KB-V1 cytotox -24%, PTHR1 ag -18%, GLP1R cytotox -1%[7.66 µM], GLP1R inv ag 7%[7.66 µM] and aSyn yeast inh -1%.
`CC(C)(C)C(=O)Cn1nnc(-c2ccc(C(F)(F)F)cc2)n1` gave DRD3 antagonist -17, TDP43 rescue 5%, GLP1R ag 0%, DRD3 agonist -10, KB-V1 cytotox -4%, PTHR1 ag -7%, GLP1R cytotox -3%, GLP1R inv ag inconclusive and aSyn yeast inh 1%.
Screening COc1ccccc1-c1cc(C(=O)Nc2cccnc2)no1 returned DRD3 antagonist -10, TDP43 rescue 12%, GLP1R ag inconclusive, DRD3 agonist -5, KB-V1 cytotox inconclusive, PTHR1 ag -28%[57.5 µM], GLP1R cytotox inconclusive, GLP1R inv ag 0% and aSyn yeast inh -10%.
`Cc1cccc(Cn2c(SCc3ccc(C(=O)NC4CCCCC4)cc3)nc3ccncc32)c1` gave TDP43 rescue -6%, DRD3 agonist -22, KB-V1 cytotox 0%, PTHR1 ag inconclusive, GLP1R cytotox 0% and GLP1R inv ag 11%.
COc1ccc(NC(=O)C[C@H]2C(=O)N(CCc3ccccc3)C[C@@H]2c2ccc(OC)cc2)cc1 was read as DRD3 antagonist 0, TDP43 rescue 17%, GLP1R ag 21%, DRD3 agonist -9, KB-V1 cytotox 17%, PTHR1 ag -11%, GLP1R cytotox -20%, GLP1R inv ag inconclusive and aSyn yeast inh -1%.
Screening CCSc1nnc(NC(NC(=O)c2ccco2)(C(F)(F)F)C(F)(F)F)s1 returned DRD3 antagonist -6, TDP43 rescue 20%, GLP1R ag -12%, DRD3 agonist -2, KB-V1 cytotox 0%, PTHR1 ag inactive, GLP1R cytotox -11%, GLP1R inv ag -13% and aSyn yeast inh 0%.
Screening Cc1oc(S(=O)(=O)N2CCCCC2)cc1NC(=O)Nc1ccc(F)cc1 returned DRD3 antagonist 23, TDP43 rescue 13%, GLP1R ag 2%, DRD3 agonist 3, KB-V1 cytotox inconclusive, PTHR1 ag -39%[inhibitor], GLP1R cytotox -8%, GLP1R inv ag inconclusive and aSyn yeast inh 0%.
O=C(NCCNC(=O)c1cccc(O)c1)c1cccc(O)c1 was read as DRD3 antagonist -18, TDP43 rescue -15%, GLP1R ag 0%, DRD3 agonist -6, KB-V1 cytotox -10%, PTHR1 ag 8%, GLP1R cytotox 1%, GLP1R inv ag 4% and aSyn yeast inh -3%.
CC(C)CNC(=S)NC(=O)c1ccc(Cl)cc1 was read as DRD3 antagonist 9, TDP43 rescue inconclusive, GLP1R ag 13%, DRD3 agonist 3, KB-V1 cytotox 11%, PTHR1 ag -28%, GLP1R cytotox inconclusive, GLP1R inv ag inconclusive and aSyn yeast inh -23%.
`Cc1cc(NC(=O)CSc2nnc(Cn3c(=O)sc4ccccc43)n2-c2ccccc2C)no1` gave DRD3 antagonist -1, TDP43 rescue -2%, GLP1R ag 3%, DRD3 agonist 1, KB-V1 cytotox 5%, PTHR1 ag inactive, GLP1R cytotox 3%, GLP1R inv ag -6% and aSyn yeast inh -2%.
Cc1ccc(N2CC(C(=O)N3CCC(C(=O)Nc4nnc(C(C)(C)C)s4)CC3)CC2=O)cc1 (stereo not given) was read as DRD3 antagonist 11, TDP43 rescue -5%, GLP1R ag 7%, DRD3 agonist 14, KB-V1 cytotox 14%, PTHR1 ag inactive, GLP1R cytotox 1%, GLP1R inv ag -20% and aSyn yeast inh -1%.
O=C1OC(c2cccs2)=N/C1=C/c1ccc(-c2cccc(C(=O)O)c2)o1 was read as DRD3 antagonist -3, TDP43 rescue -4%, GLP1R ag 0%, DRD3 agonist -13, KB-V1 cytotox 8%, PTHR1 ag -22%, GLP1R cytotox 0%, GLP1R inv ag 55%[activator] and aSyn yeast inh 5%.
CCOC(=O)C1(Cc2cccc(F)c2)CCN(C(=O)COC)CC1 was read as DRD3 antagonist -12, TDP43 rescue -7%, GLP1R ag -3%, DRD3 agonist 1, KB-V1 cytotox -27%, PTHR1 ag -19%, GLP1R cytotox 1%, GLP1R inv ag 12% and aSyn yeast inh 2%.
Screening O=C(CS(=O)(=O)Cc1ccccc1)NCCc1ccc(F)cc1 returned DRD3 antagonist -3, TDP43 rescue -6%, GLP1R ag -2%, DRD3 agonist 0, KB-V1 cytotox -27%, PTHR1 ag -74%[inhibitor], GLP1R cytotox -2%, GLP1R inv ag inconclusive and aSyn yeast inh 2%.
COc1ccccc1N1CCN(S(=O)(=O)c2cccs2)CC1 was read as DRD3 antagonist -7, TDP43 rescue 2%, GLP1R ag 29%, DRD3 agonist -1, KB-V1 cytotox -3%, PTHR1 ag -13%[57.5 µM], GLP1R cytotox 18%, GLP1R inv ag -9% and aSyn yeast inh -4%.
`Cc1ccc(C)c(-n2c(-c3ccncc3)n[nH]c2=S)c1` gave DRD3 antagonist -15, TDP43 rescue 7%, GLP1R ag 1%, DRD3 agonist 3, KB-V1 cytotox 0%, PTHR1 ag -8%, GLP1R cytotox 3%, GLP1R inv ag 0% and aSyn yeast inh -6%.

Only part of the results is shown; rates above refer to the full screens.
